Assay outcomes: PubChem, several laboratories
Spn DPM-DC inh: blocks S. pneumoniae diphosphomevalonate decarboxylase; purified DPM-DC, PK/LDH coupled NADH fluorescence; calls only at 10 µM; 65,000 compounds, 0.49% hits; AID 556;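 active = the 320 compounds with the highest percent inhibition in the single-dose primary screen, excluding strongly autofluorescent ones, cut at about 32% in these data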;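 note: kinetic rate of NADH fluorescence loss reporting ADP formed by the decarboxylase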
Alkaline phosphatase: inhibition of tissue-nonspecific alkaline phosphatase – biochemical, luminescent (AID 518) | purified TNAP enzyme, luminescent substrate readout; higher % means a stronger effect | one-dose inhibition, % at 20 µM; IC50 in µM for titrated hits | 64,000 compounds, 0.09% hits; in the data active = a potency from the dose series; inactive = the rest, 99 in 100 with inhibition below about 22%;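 note: plate controls were vehicle for no effect and reference inhibitor for full effect; many of its hits are not listed in these tables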
HT1080 viability: HT1080 cell viability loss – fluorescence readout (AID 620); HT1080 viability, fluorescence; higher % means a stronger effect; cytotoxicity, % at 10 µM; hits with a dose series show EC50 in µM; 87,000 compounds, 0.42% hits;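 note: cells exposed to compound overnight then 4 h with Alamar Blue; 0% = vehicle DMSO and 100% = killing control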
HPDE-C7 viability: cytotoxicity in HPDE-C7 cells, cell-based, fluorescence, HTS (AID 430); HPDE-C7 pancreatic duct cells viability, fluorescence; higher % means a stronger effect; 63,000 compounds, 1.8% hits; cytotoxicity, % at 10 µM, or EC50 in µM where a hit was titrated;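 note: cells exposed to compound for 48 hours before viability readout; 0% = vehicle and 100% = reference cytotoxic drug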
KRASV12 cytotoxicity: cytotoxicity in KRAS-transformed pancreatic duct cells, primary screen, cell-based, fluorescence, HTS (AID 431); HPDE-C7K KRASV12 cells, Alamar Blue viability, 48 h; higher % means a stronger effect; one-dose cytotoxicity, % at 10 µM; EC50 in µM for titrated hits; 63,000 compounds, 1.7% hits;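 active = compounds whose percent cytotoxicity in the single-dose primary screen, scaled between solvent and toxic-drug controls, exceeds 50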;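 note: 0% = DMSO solvent wells and 100% = doxorubicin-treated wells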
Spn PMK inh: blocks S. pneumoniae phosphomevalonate kinase | purified PMK, PK/LDH-coupled NADH absorbance 340 nm | inhibition, % at 10 µM | 65,000 compounds, 0.49% hits | AID 539;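 active = top-ranked compounds by inhibition in the single 10 µM screen, taking a fixed number of the strongest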;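 note: 0% = full reaction with DMSO carrier and 100% = background rate without enzyme reaction; no value below 0 was filed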
LYP inhibition: inhibition of human PTPN22 tyrosine phosphatase – biochemical, DiFMUP fluorescence, recombinant catalytic domain, 10 µM, primary screen (AID 606); 52,000 tested, under 10 active; recombinant LYP catalytic domain, DiFMUP fluorescence; higher % means a stronger effect; inhibition, % at 10 µM, or IC50 in µM where a hit was titrated;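 active = IC50 under 40 µM in the dose-response test; inactive = IC50 of 40 µM or more, or never dose-tested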
MK inhibit: inhibitors of Streptococcus pneumoniae mevalonate kinase; purified MK, PK/LDH-coupled NADH absorbance 340 nm; inhibition, % at 10 µM; 65,000 compounds, 0.48% hits;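 active = ranked among the strongest by inhibition in the single 10 µM screen, a fixed top-ranked set picked for dose follow-up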; note: no value below 0 was filed
Bfl-1 inhibitors: Bfl-1 inhibitors, primary screen, biochemical, fluorescence polarization, FITC-Bid, mouse (AID 432); 64,000 compounds, 0.02% hits; FITC-Bid BH3 peptide fluorescence polarization displacement; higher % means a stronger effect; one-dose displacement, % at 20 µM; IC50 in µM for titrated hits; in the data active = a potency from the dose series; inactive = the rest, 99 in 100 with displacement below about 15%; note: strong numbers were not always called active
Spn PMK inh pilot replicates: second read-out of Spn PMK inh, no call of its own (marks repeat the call); inhibition, %; measured here: pilot screen replicates
MK inhibit pilot replicates: further read-out of MK inhibit, marked with its call; inhibition, %; measured here: pilot screen replicates
Spn DPM-DC inh pilot screen %: recorded beside Spn DPM-DC inh, whose call it bears; inhibition, %; measured here: pilot screen trials
Numbers without * were called inactive. Cut-off read from the data, not from the text of the source, unless noted: active = cytotoxicity above about 50%; inactive = the rest.

`c1ccc(Cn2nnnc2CN2CCN(c3ncccn3)CC2)cc1` gave Spn DPM-DC inh inactive, Alkaline phosphatase 12%, HT1080 viability 0%, HPDE-C7 viability 4%, KRASV12 cytotoxicity 17%, Spn PMK inh 14, LYP inhibition 5%, MK inhibit 5, Bfl-1 inhibitors 2%, Spn PMK inh pilot replicates 0.0, MK inhibit pilot replicates 0.0 and Spn DPM-DC inh pilot screen % 0.0.
Screening CN1C(=O)Cn2c1nc1ccccc12 returned Spn DPM-DC inh inactive, Alkaline phosphatase 2%, HT1080 viability 2%, HPDE-C7 viability -4%, KRASV12 cytotoxicity -2%, Spn PMK inh 6, LYP inhibition 5%, MK inhibit 5 and Bfl-1 inhibitors -4%.
`NC(=O)C1(N2CCCCC2)CCN(C(=O)CSc2nc(C(F)(F)F)cc(=O)[nH]2)CC1` gave Spn DPM-DC inh inactive, Alkaline phosphatase 4%, HT1080 viability 2%, HPDE-C7 viability 6%, KRASV12 cytotoxicity -1%, Spn PMK inh 9, LYP inhibition 0%, MK inhibit 12 and Bfl-1 inhibitors -10%.
For COc1ccc(C2C(C#N)=C(N)Oc3cc(C)n(CCN4CCOCC4)c(=O)c32)cc1OC (stereo not given) the results were Spn DPM-DC inh inactive, Alkaline phosphatase 5%, HT1080 viability 6%, HPDE-C7 viability -9%, KRASV12 cytotoxicity -23%, Spn PMK inh 1, LYP inhibition -3%, MK inhibit 13 and Bfl-1 inhibitors -17%.
For Nc1c(C(=O)Nc2ccc(F)cc2)sc2nc(-c3ccco3)ccc12 the results were Alkaline phosphatase 1%, HT1080 viability -8%, HPDE-C7 viability 35%, KRASV12 cytotoxicity 40%, Spn PMK inh 0, LYP inhibition 2%, MK inhibit 5 and Bfl-1 inhibitors -6%.
`CCCCOC(=O)Nc1cccc(C(C)=O)c1` gave Spn DPM-DC inh inactive, Alkaline phosphatase 1%, HT1080 viability 4%, HPDE-C7 viability -20%, KRASV12 cytotoxicity -38%, Spn PMK inh 11, MK inhibit 6 and Bfl-1 inhibitors -6%.
COc1ccc(OC)c(-n2c(SCC(=O)Nc3cc(C)on3)nnc2-c2c[nH]c3ccccc23)c1 was read as Spn DPM-DC inh inactive, Alkaline phosphatase 1%, HT1080 viability -1%, HPDE-C7 viability -7%, KRASV12 cytotoxicity 4%, Spn PMK inh 0, LYP inhibition 10%, MK inhibit 8 and Bfl-1 inhibitors 2%.
Cc1ccc(S(=O)(=O)N(CC(O)CN(C)C)c2ccccc2)cc1 (stereo not given) was read as Spn DPM-DC inh inactive, Alkaline phosphatase 8%, HPDE-C7 viability -17%, KRASV12 cytotoxicity -20%, Spn PMK inh 0, LYP inhibition -1%, MK inhibit 12 and Bfl-1 inhibitors 2%.
`COc1ccccc1NS(=O)(=O)CC12CCC(CC1=O)C2(C)C` (stereo not given) gave Spn DPM-DC inh inactive, Alkaline phosphatase 6%, HT1080 viability -1%, HPDE-C7 viability 13%, KRASV12 cytotoxicity 10%, Spn PMK inh 15, LYP inhibition -9%, MK inhibit 7 and Bfl-1 inhibitors -4%.
`CC1(C)CC(=O)CC(C2(O)C(=O)N(Cc3ccccc3)c3ccccc32)O1` (stereo not given) gave Spn DPM-DC inh inactive, Alkaline phosphatase 27%, HT1080 viability -32%, HPDE-C7 viability -58%, KRASV12 cytotoxicity -48%, Spn PMK inh 6, LYP inhibition 2%, MK inhibit 3, Bfl-1 inhibitors -7%, Spn PMK inh pilot replicates 0.0, MK inhibit pilot replicates 1.0 and Spn DPM-DC inh pilot screen % 0.0.
For CN(C)CCNC(=O)c1ccc(CS(=O)(=O)c2c(Cl)cccc2Cl)o1 the results were Spn DPM-DC inh inactive, Alkaline phosphatase 8%, HT1080 viability 3%, HPDE-C7 viability -4%, KRASV12 cytotoxicity 2%, Spn PMK inh 3, LYP inhibition 5%, MK inhibit 4 and Bfl-1 inhibitors 3%.
`COc1ccc(CCNC(=O)c2c(-c3ccccc3)noc2C)cc1OC` gave Spn DPM-DC inh inactive, Alkaline phosphatase 8%, HT1080 viability 7%, HPDE-C7 viability -1%, KRASV12 cytotoxicity -4%, Spn PMK inh 9, LYP inhibition 4%, MK inhibit 3 and Bfl-1 inhibitors -5%.
Screening CCOC(=O)N1CCN(C(=O)C2CCCN(c3nc4ccc(OCC)cc4s3)C2)CC1 (stereo not given) returned Spn DPM-DC inh inactive, Alkaline phosphatase 9%, HT1080 viability 0%, HPDE-C7 viability -5%, KRASV12 cytotoxicity -7%, Spn PMK inh 0, LYP inhibition -7%, MK inhibit 4 and Bfl-1 inhibitors -11%.
For Cn1nc(CC(=O)Nc2ccc3c(c2)OCCO3)c2ccccc2c1=O the results were Spn DPM-DC inh inactive, Alkaline phosphatase 17%, HT1080 viability -6%, HPDE-C7 viability 1%, KRASV12 cytotoxicity 2%, Spn PMK inh 4, LYP inhibition 7%, MK inhibit 0 and Bfl-1 inhibitors -4%.
Cc1cc(NC(=O)CSc2nc3c(c(-c4cccnc4)c2C#N)CCC3)no1 was read as Spn DPM-DC inh inactive, Alkaline phosphatase 5%, HT1080 viability 0%, HPDE-C7 viability -20%, KRASV12 cytotoxicity -8%, Spn PMK inh 6, MK inhibit 2, Bfl-1 inhibitors 39%, Spn PMK inh pilot replicates 3.0, MK inhibit pilot replicates 0.0 and Spn DPM-DC inh pilot screen % 1.5.
`COC(=O)C1=C(C)NC(C)=C(C(=O)OC)C1C(=O)OC1CCCCC1=O` (stereo not given) gave Spn DPM-DC inh inactive, Alkaline phosphatase 11%, HT1080 viability -2%, HPDE-C7 viability -7%, KRASV12 cytotoxicity -10%, Spn PMK inh 20, LYP inhibition 5%, MK inhibit 0, Bfl-1 inhibitors -4%, Spn PMK inh pilot replicates 0.5, MK inhibit pilot replicates 0.0 and Spn DPM-DC inh pilot screen % 1.0.
Screening O=C(NCc1ccccc1)c1n[nH]nc1-c1ccccc1O returned Spn DPM-DC inh inactive, Alkaline phosphatase -1%, HT1080 viability -8%, HPDE-C7 viability 4%, KRASV12 cytotoxicity 1%, Spn PMK inh 0, LYP inhibition 10%, MK inhibit 1 and Bfl-1 inhibitors -7%.
For Cc1cccc(CC2CC(=O)N(C3CCCCC3)C2=O)c1 (stereo not given) the results were Spn DPM-DC inh inactive, Alkaline phosphatase 13%, HT1080 viability -5%, HPDE-C7 viability 3%, KRASV12 cytotoxicity -6%, Spn PMK inh 2, LYP inhibition 8%, MK inhibit 0 and Bfl-1 inhibitors 1%.
CCOC(=O)N1CCC(N2C(=O)c3cc(C(=O)NC4CCCCC4)ccc3C2O)CC1 (stereo not given) was read as Spn DPM-DC inh inactive, Alkaline phosphatase 9%, HT1080 viability -8%, HPDE-C7 viability 1%, KRASV12 cytotoxicity -3%, Spn PMK inh 1, LYP inhibition 7%, MK inhibit 7 and Bfl-1 inhibitors -4%.
Screening CCN(CC)C(=O)C1CCCN(Cc2ccc(OC)c(C)c2C)C1 (stereo not given) returned Spn DPM-DC inh inactive, Alkaline phosphatase 4%, HT1080 viability 6%, HPDE-C7 viability -6%, KRASV12 cytotoxicity -10%, Spn PMK inh 0, LYP inhibition -3%, MK inhibit 56* and Bfl-1 inhibitors -2%.
`CCCCOCCCNC(=O)N[C@@H](CC(C)C)C(=O)O` gave Spn DPM-DC inh inactive, Alkaline phosphatase 10%, HT1080 viability 0%, HPDE-C7 viability -9%, KRASV12 cytotoxicity -3%, Spn PMK inh 5, LYP inhibition 7%, MK inhibit 11 and Bfl-1 inhibitors -1%.
O=C(Nc1ccc2nc(-c3ccc(Br)o3)[nH]c2c1)c1cccs1 was read as Spn DPM-DC inh inactive, Alkaline phosphatase 5%, HT1080 viability 47%, HPDE-C7 viability 54%*, KRASV12 cytotoxicity 46%, Spn PMK inh 0, LYP inhibition 8%, MK inhibit 0 and Bfl-1 inhibitors 6%.
Screening Cc1ccc(-n2c(N)c(C(N)=O)sc2=S)cc1 returned Spn DPM-DC inh inactive, Alkaline phosphatase 13%, HT1080 viability 0%, HPDE-C7 viability -1%, KRASV12 cytotoxicity -14%, Spn PMK inh 13, MK inhibit 7, Bfl-1 inhibitors -1%, Spn PMK inh pilot replicates 0.0, MK inhibit pilot replicates 0.0 and Spn DPM-DC inh pilot screen % 3.5.
For CCO/C(C)=N/n1c2nc3ccccc3nc2c2c(=O)n(C3CCCC3)c(C)nc21 the results were Spn DPM-DC inh inactive, Alkaline phosphatase 9%, HT1080 viability 5%, HPDE-C7 viability -7%, KRASV12 cytotoxicity -12%, Spn PMK inh 9, MK inhibit 7 and Bfl-1 inhibitors -1%.
`COc1ccc(OC)c(NC(=O)C2=C(C)Nc3ncnn3C2c2cccs2)c1` (stereo not given) gave Spn DPM-DC inh inactive, Alkaline phosphatase 13%, HT1080 viability 2%, HPDE-C7 viability 5%, KRASV12 cytotoxicity 10%, Spn PMK inh 0, LYP inhibition 5%, MK inhibit 8 and Bfl-1 inhibitors -2%.
`Cc1ccc(S(=O)(=O)NC(=O)Nn2c(C)nnc2C)cc1` gave Spn DPM-DC inh inactive, Alkaline phosphatase 2%, HT1080 viability -6%, HPDE-C7 viability -8%, KRASV12 cytotoxicity -6%, Spn PMK inh 0, LYP inhibition 12%, MK inhibit 7 and Bfl-1 inhibitors 8%.
For Cc1nc2cc(Cl)ccc2n1CCO the results were Spn DPM-DC inh inactive, Alkaline phosphatase 10%, HT1080 viability 10%, HPDE-C7 viability -3%, KRASV12 cytotoxicity -4%, Spn PMK inh 0, LYP inhibition -1%, MK inhibit 0, Bfl-1 inhibitors -2%, Spn PMK inh pilot replicates 3.5, MK inhibit pilot replicates 0.0 and Spn DPM-DC inh pilot screen % 3.5.
`C/C(N)=C(/C#N)C(=O)CSc1nnc(NC(C)C)s1` gave Spn DPM-DC inh inactive, Alkaline phosphatase 6%, HT1080 viability -4%, HPDE-C7 viability 4%, KRASV12 cytotoxicity 8%, Spn PMK inh 6, LYP inhibition 2%, MK inhibit 7 and Bfl-1 inhibitors -1%.

Sorted by molecular weight (highest first): part of the list above
`COc1ccc(OC)c(NC(=O)C2=C(C)Nc3ncnn3C2c2cccs2)c1` (stereo not given) gave Spn DPM-DC inh inactive, Alkaline phosphatase 13%, HT1080 viability 2%, HPDE-C7 viability 5%, KRASV12 cytotoxicity 10%, Spn PMK inh 0, LYP inhibition 5%, MK inhibit 8 and Bfl-1 inhibitors -2%.
Screening Cc1ccc(-n2c(N)c(C(N)=O)sc2=S)cc1 returned Spn DPM-DC inh inactive, Alkaline phosphatase 13%, HT1080 viability 0%, HPDE-C7 viability -1%, KRASV12 cytotoxicity -14%, Spn PMK inh 13, MK inhibit 7, Bfl-1 inhibitors -1%, Spn PMK inh pilot replicates 0.0, MK inhibit pilot replicates 0.0 and Spn DPM-DC inh pilot screen % 3.5.
For Cc1nc2cc(Cl)ccc2n1CCO the results were Spn DPM-DC inh inactive, Alkaline phosphatase 10%, HT1080 viability 10%, HPDE-C7 viability -3%, KRASV12 cytotoxicity -4%, Spn PMK inh 0, LYP inhibition -1%, MK inhibit 0, Bfl-1 inhibitors -2%, Spn PMK inh pilot replicates 3.5, MK inhibit pilot replicates 0.0 and Spn DPM-DC inh pilot screen % 3.5.

Outcome played no part in choosing rows; about 3.5% have a hit in one of these screens.
